Screening results (PubChem BioAssay)
Kir21 inh – inhibitors of mouse Kir2.1 inward-rectifier potassium channel | 310,000 compounds, 0.85% hits | B-score at 10 µM | HEK293-Kir2.1, FluxOR thallium flux fluorescence; stronger effect = lower value;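 active = fluorescence ratio B-score at or below minus 3 SD of library scores, with starting-brightness B-score within 2 SD, cut at about -4.2 in these data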;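 note: channel flux triggered by added potassium and thallium sulfate stimulus; B-score of peak minus minimum fluorescence over baseline after thallium stimulus; more negative B-score means stronger Kir2.1 block with less thallium influx; some compounds called inactive have numbers as strong as hits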
KCNQ2 block – KCNQ2 channel blockers in CHO-K1 cells – cell-based, FluxOR thallium flux, B-score, primary screen (AID 2156); O88943; 20 min; stronger effect = lower value; B-score at 10 µM; 310,000 compounds, 1.1% hits;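 active = fluorescence ratio B-score at most minus 3 library SDs, with starting brightness B-score within 2 library SDs, cut at about -5.5 in these data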
Target sequence (O88943 whole entry, looked up): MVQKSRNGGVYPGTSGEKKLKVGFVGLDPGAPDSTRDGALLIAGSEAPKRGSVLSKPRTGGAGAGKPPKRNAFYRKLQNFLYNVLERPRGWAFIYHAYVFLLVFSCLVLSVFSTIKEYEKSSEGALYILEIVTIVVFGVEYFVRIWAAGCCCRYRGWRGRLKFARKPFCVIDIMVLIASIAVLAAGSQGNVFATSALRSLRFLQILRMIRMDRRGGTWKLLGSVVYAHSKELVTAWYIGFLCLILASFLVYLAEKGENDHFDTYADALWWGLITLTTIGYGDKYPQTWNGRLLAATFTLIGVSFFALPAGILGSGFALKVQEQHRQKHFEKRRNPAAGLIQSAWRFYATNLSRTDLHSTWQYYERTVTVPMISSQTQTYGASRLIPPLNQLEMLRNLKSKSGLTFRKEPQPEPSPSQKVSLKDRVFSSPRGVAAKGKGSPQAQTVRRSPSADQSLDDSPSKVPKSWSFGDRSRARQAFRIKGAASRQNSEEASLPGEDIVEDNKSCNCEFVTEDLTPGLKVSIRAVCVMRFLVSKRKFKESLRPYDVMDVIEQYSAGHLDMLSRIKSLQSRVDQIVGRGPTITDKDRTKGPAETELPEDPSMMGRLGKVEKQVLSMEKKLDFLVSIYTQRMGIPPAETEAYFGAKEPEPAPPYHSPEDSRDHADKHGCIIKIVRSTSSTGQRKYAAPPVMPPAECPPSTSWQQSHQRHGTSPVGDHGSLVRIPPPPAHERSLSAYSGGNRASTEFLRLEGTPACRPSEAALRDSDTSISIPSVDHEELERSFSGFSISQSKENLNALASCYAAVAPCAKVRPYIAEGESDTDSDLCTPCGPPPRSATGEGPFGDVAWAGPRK
Active calls of the source: *; i = inactive.

SMILES	Kir21 inh	KCNQ2 block
Cc1cc(OC(=O)c2ccco2)c2c3c(c(=O)oc2c1)CCC3	-0.9	i
CC1C(c2cccs2)=[N+]([O-])C(C)(C(=O)c2ccc(Cl)cc2)N1O (centres undefined)	0.42	i
CCC(C)N1C(=O)/C(=C\c2ccc(N3CCCCCC3)cc2)C(=O)NC1=S (centres undefined)	-3.6	i
O=C(Nc1cccc(C(F)(F)F)c1)OC1CN2CCC1CC2 (centres undefined)	-1.6	i
CC(=O)OC1C2CCC1C(N1CCCC1)CC2 (centres undefined)	-0.99	i
CCN(CC)c1ccc(N=Cc2c(O)n(-c3ccccc3C)c(=O)[nH]c2=O)cc1	-1.1	i
CCOC(=O)C1C(=O)NC23CCCC2C1c1ccccc1O3 (centres undefined)	2.5	i
C=C(C=O)CC1CC(O)[C@]2(C)OC3CC4OC5C[C@]6(C)O[C@]7(C)CCC8OC9C[C@]%10(C)OC%11C(C)=CC(=O)OC%11CC%10OC9C[C@@H](C)C8OC7CC6O[C@]5(C)CC5OC5C4OC3CC2O1 (some centres undefined)	-0.31	-5.6*
COc1cccc(NC(=O)[C@@H](NC(=O)N2C[C@H]3C[C@@H](C2)c2cccc(=O)n2C3)C(C)C)c1	1.1	i
CCCCCn1cc(C(=O)C(=O)N2CCOCC2)c2ccccc21	-1.6	i
C=CCn1c(O)c(C(CC)=Nc2ccc(C(=O)O)cc2)c(=O)[nH]c1=O	1.3	i
COC(=O)[C@@H]1C[C@@]1(C)[C@@H](NP(=O)(c1ccccc1)c1ccccc1)c1ccccc1	-0.73	i
COc1ccccc1-n1c(-c2ccccc2Br)nc2ccccc2c1=O	0.34	i
Cn1c(=O)[nH]c2nncnc2c1=O	1.2	i
C=CCn1c(O)c(N=Nc2c(C)n(C)n(-c3ccccc3)c2=O)c(=O)[nH]c1=S	-0.33	i
CC(=O)CC(c1ccccc1[N+](=O)[O-])c1c(O)c2ccccc2oc1=O (centres undefined)	0.41	i
Cc1cc(C)c(-n2c(O)c(/C=N/NC(=O)c3ccncc3)c(=O)[nH]c2=O)c(C)c1	-0.73	i
CC1=CC(=C2C(=O)NC(=O)NC2=O)C=C(C(F)(F)F)N1Cc1ccccc1	0.69	i
Clc1ccccc1CNC1CN2CCC1CC2 (centres undefined)	0.7	i
Cc1nn(CC(=O)N2CCC3(CC2)OCCO3)c(=O)c2cc3ccccc3n12	0.25	i
Cc1ccc(OCC(=O)N2CCN(Cc3ccc4c(c3)OCO4)CC2)cc1	0.87	i
Oc1cc2c(cc1CN1CCN(c3ccc(F)cc3)CC1)OCO2	0.21	i
CCCCn1c(C)c(C(=O)O)c2cc(OC)ccc21	-0.49	i
O=C1CC2OCC=C3CN4CCC56c7cc([N+](=O)[O-])ccc7N1C5C2C3CC46 (centres undefined)	-0.01	i
CC(=O)Nc1cc([As](=O)(O)O)ccc1O	-0.17	i
Cc1cc(C)nc(/N=C(\N)c2c(O)[nH]c(=O)[nH]c2=O)n1	-2.1	i
Cn1cccc1CNCCc1ccccc1	-1.5	i
Fc1ccc(C2=CCN(C(c3cccs3)c3nnnn3CCc3ccccc3)CC2)cc1 (centres undefined)	0.83	i
O=C(NCc1cccnc1)Nc1ccc([N+](=O)[O-])cc1	-0.15	i
COc1ccc(Cl)cc1N=Cc1c(O)n(C)c(=O)n(C)c1=O	1.3	i
CCOc1ccc(-n2c(O)c(C=NCCCn3ccnc3)c(=O)[nH]c2=O)cc1	1.1	i
CCOC(=O)c1nc2ccccc2c(=O)n1-c1ccc(C)cc1	-0.64	i
COc1ccc(CN2C(=O)CC(=O)NC2=O)cc1	-0.1	i
CCN1CCN(C(=O)COc2ccc(S(=O)(=O)Nc3ccc(Cl)cc3)cc2)CC1	-0.53	i
CCCCC(=O)N/N=C/c1c(O)n(-c2ccccc2)c(=O)[nH]c1=O	-0.68	i
CC1=CC(=O)OC2CC3OC4C[C@@H](C)C5OC6CC7O[C@]8(C)C/C=C\C9OC%10CC%11OC(CC(C)CO)CC(O)[C@]%11(C)OC%10CC9OC8C[C@]7(C)O[C@]6(C)CCC5OC4C[C@]3(C)OC12 (some centres undefined)	1	i
C[C@]12C=CC(=O)C=C1CC[C@@H]1C2CC[C@]2(C)OC(=O)CCC12 (some centres undefined)	0.69	i
CN1CCN(c2ccc(F)cc2N)CC1	-0.24	i
COc1ccccc1N=Cc1c(O)n(C)c(=O)n(C)c1=O	-2.5	i
Cc1cc(NCCN)nc2ccccc12	-1.8	i

Grouped by structure, those above containing a nitro group on carbon
SMILES	Kir21 inh	KCNQ2 block
CC(=O)CC(c1ccccc1[N+](=O)[O-])c1c(O)c2ccccc2oc1=O (centres undefined)	0.41	i
O=C1CC2OCC=C3CN4CCC56c7cc([N+](=O)[O-])ccc7N1C5C2C3CC46 (centres undefined)	-0.01	i
O=C(NCc1cccnc1)Nc1ccc([N+](=O)[O-])cc1	-0.15	i

The list goes on.
SMILES	Kir21 inh	KCNQ2 block
CCCCc1nc2ccccc2c(=O)n1-c1ccccc1[N+](=O)[O-]	-2.4	i
N#CC1=C(N)Oc2c(c(=O)oc3ccccc23)C1c1ccc([N+](=O)[O-])o1 (centres undefined)	-0.38	i
O=C(c1ccc2c(c1)OCO2)C1CCCN(CC2CCCCC2)C1 (centres undefined)	-3.2	i
COC(=O)c1ccc(COc2cc(C)cc3oc(=O)c4c(c23)CCCC4)o1	1.8	i
CCN1CCN(c2ccc(NC(=O)C(C)C)cc2Cl)CC1	-0.75	i
COc1cc(C(c2c(C)[nH]n(-c3ccccc3)c2=O)c2c(C)[nH]n(-c3ccccc3)c2=O)cc(OC)c1OC	-0.62	i
O=C(O)C1CN2CCC1CC2 (centres undefined)	0.71	i
O=S(=O)(c1ccc(Cl)cc1)N1CCCCC1c1cccnc1 (centres undefined)	-9*	i
O=c1[nH]c(=S)n(C2CC2)c(O)c1/C=N/Nc1ccccc1	-0.06	i
CN1CCN(c2ccc(Cl)cc2N)CC1	-2	i
CN(C(=O)c1ccc(Cl)nc1)C1(c2ccccc2Cl)CCCCC1=O (centres undefined)	-0.47	i
CC/C(=N\NC(=O)c1ccccc1O)c1c(O)n(C2CCCCC2)c(=O)[nH]c1=O	-0.44	i
C=C1[C@H]2C[C@H]3[C@H]4N5C[C@]6(C)CCC[C@]47[C@H]([C@H]2O)[C@]3(C[C@]5(O)[C@H]67)[C@@H]1O	-0.47	i
COCCNC(=O)CN1C(=O)CN=C(c2ccccc2)c2ccccc21	-1.5	i
C=CCC1(CN2CCCC2=O)C(=O)NC(=O)NC1=O	-0.12	i
C1=C(c2c[nH]c3ccccc23)CCNC1	0.01	i
C[n+]1c(-c2ccccc2)cc(-c2ccc(Cl)cc2)cc1-c1ccccc1	-3.2	i
C=CCn1c(O)c(C(C)=NCCO)c(=O)[nH]c1=O	1.1	i
CN(CC(=O)Nc1ccccc1-c1ccccc1)C1CCCCC1	-4.2	-6.4*
CN1CCC(C)(O)C2CCCCC21 (centres undefined)	0.07	i
C=CCn1c(O)c(C(CC)=NC2CC2)c(=O)[nH]c1=O	-0.5	i
CCS(=O)(=O)NC(C)c1nnc2n1-c1ccc(Br)cc1C(c1ccccc1Cl)=NC2 (centres undefined)	0.79	i
O=C1/C(=C\c2ccc3c(c2)OCO3)N2CCC1CC2	-0.81	i
NCCc1ccccn1	-0.7	i
CCOC(=O)C1(c2ccccc2)CCN(Cc2cccc(C(=O)O)c2)CC1	-0.26	i
O=C(c1ccc(F)cc1Cl)N1CCC2(CC1)OCCO2	1.6	i
CCOC(=O)N(CC)c1ccc(C(O)(C(=O)OCC)C(F)(F)F)cc1 (centres undefined)	0.23	i
COc1ccc(CCN(C)Cc2c(F)cccc2F)cc1OC	0.7	i
Cc1ccc(S(=O)(=O)Cc2ccc(C(=O)N3CCC4(CC3)OCCO4)o2)cc1	0	i
CC(=O)c1c(O)n(C)c(=S)n(-c2ccccc2)c1=O	0.57	i
Cc1cc(S(N)(=O)=O)ccc1N=Cc1c(O)n(-c2ccccc2)c(=O)[nH]c1=O	-0.9	i
COc1ccc(N=Cc2c(O)n(-c3ccc(C)cc3)c(=O)[nH]c2=O)cc1	1.4	i
CCc1c(C)nc(N)nc1N1N=C1SCCOc1ccccc1	1.3	i
CNS(=O)(=O)c1ccc(N=Cc2c(O)n(-c3cccc(C)c3)c(=O)[nH]c2=O)cc1	0.61	i
CCCNC(=O)N1[C@H]2CC[C@@H]1C(C(=O)OC)=C(c1cc3ccccc3o1)C2	-0.92	i
O=C(CN1CCOCC1)c1ccc(Br)cc1	0.41	i
C=CCc1cc(C=C2C(=O)NC(=O)NC2=O)cc(OC)c1OCc1ccc(C(=O)O)cc1	-0.56	i
CCC(C)n1c(O)c(/C=N/NC(=O)c2ccncc2)c(=O)[nH]c1=S (centres undefined)	1.7	i
CC(NCc1ccc(Cl)cc1)C(O)c1ccccc1 (centres undefined)	-9*	i
CCC1CO/C(=C(\C(Cl)=C(Cl)Cl)[N+](=O)[O-])N1Cc1ccc(Cl)nc1 (centres undefined)	1.5	i
C(=N\NC1=NCCCCC1)/c1c[nH]c2ccccc12	-1.4	i
COC(=O)c1c(C)n(Cc2ccc3c(c2)OCO3)c2ccc(O)cc12	-0.39	i
COc1ccc(OC)c(NP(=O)(Oc2ccccc2)Oc2ccccc2)c1	-2	i
COC(=O)C1=C(c2cccc(OC)c2OC)C[C@@H]2CC[C@H]1N2C(=O)NCCNC(C)=O	1.8	i
Cc1cc(Oc2ccc(C(F)(F)F)cc2[N+](=O)[O-])c2c3c(c(=O)oc2c1)CCC3	0.03	i
CCC(=O)N1CC(=O)Nc2ccc(F)cc2C1c1ccccc1 (centres undefined)	-1.2	i
N#Cc1ccc(NC(=O)CN2CCCCCC2)cc1Cl	-1.2	i
CCn1cc(C=C2C(=O)NC(=O)NC2=O)c2ccccc21	1.1	i
Cc1cc(C=C2C(=O)N(C)C(=O)N(C)C2=O)c(C)n1-c1ccccc1	1.3	i
COC(=O)C1=C(c2ccccc2)C[C@@H]2CC[C@H]1N2C(=O)NCCNC(C)=O	-0.8	i

Complete entries, looked up by structure. Values in the order: Kir21 inh | KCNQ2 block
`CCCCCn1cc(C(=O)C(=O)N2CCOCC2)c2ccccc21` across the screens: -1.6 | i
`CCC(C)n1c(O)c(/C=N/NC(=O)c2ccncc2)c(=O)[nH]c1=S` (centres undefined) across the screens: 1.7 | i
`CC1C(c2cccs2)=[N+]([O-])C(C)(C(=O)c2ccc(Cl)cc2)N1O` (centres undefined) across the screens: 0.42 | i
`CC(=O)c1c(O)n(C)c(=S)n(-c2ccccc2)c1=O` across the screens: 0.57 | i
`Cc1ccc(S(=O)(=O)Cc2ccc(C(=O)N3CCC4(CC3)OCCO4)o2)cc1` across the screens: 0 | i

Next entries follow:
SMILES	Kir21 inh	KCNQ2 block
COc1ccccc1Sc1ccccc1CC(C)N (centres undefined)	-3	i
CCCCn1c(O)c(C(C)=Nc2c(C)n(C)n(-c3ccccc3)c2=O)c(=O)[nH]c1=O	0.62	i
CC1(C)OC1COc1c2occc2cc2ccc(=O)oc12 (centres undefined)	0.12	i
Cn1cccc1/C=C1/C(=O)NC(=O)N(C(C)(C)C)C1=O	1.6	i
CCOC(=O)C(O)(c1ccc(N=c2ccccn2C)cc1)C(F)(F)F (centres undefined)	-0.41	i
CN(C)c1ccc(/C=C2/C(=O)NC(=O)N(CCc3ccc(F)cc3)C2=O)cc1	-0.3	i
O=c1[nH]c(=S)n(CCC2=CCCCC2)c(O)c1/C=N/Nc1ccccc1	-1.9	i
O=Cc1c(C(=O)O)n(Cc2ccc(F)cc2Cl)c2ccccc12	1.4	i
O=C1C(Cc2cnc[nH]2)NC(=S)N1c1ccccc1 (centres undefined)	-0.04	i
C[C@H]1[C@@H](c2ccccc2)O[C@@H](c2ccccc2Br)N1C	0.29	i
COc1cc(C(=O)N2C[C@H]3C[C@@H](C2)c2cccc(=O)n2C3)cc(OC)c1OC	-0.52	i
O=[N+]([O-])c1ccc(N2CCCCC2)c2ncccc12	0.89	i
O=C(NC(C(Cl)Cl)N1CCOCC1)c1ccccc1 (centres undefined)	0.9	i
CC(c1ccccc1F)n1cc(C(=O)Nc2ccc3nc[nH]c3c2)nn1 (centres undefined)	-2.2	i
Fc1ccc(N2CCN(Cc3ccc4c(c3)OCO4)CC2)cc1	-6.3*	i
CCNc1cc(N2CCNCC2)ccc1[N+](=O)[O-]	0.18	i
CN(C)c1ccc(/C=C/C=C/c2sc3ccccc3[n+]2C)cc1	0.58	i
COC(=O)C1=C(c2cc3ccccc3s2)C[C@@H]2CC[C@H]1N2C(=O)NCCO	-0.7	i
c1cc2c(cc1CN1CCNCC1)OCO2	1.7	i
CC(=O)c1c(C)n(CCCOC(C)C)c2ccc(O)cc12	0.42	i

Pulled by structure from the list above (3):
SMILES	Kir21 inh	KCNQ2 block
O=[N+]([O-])c1ccc(N2CCCCC2)c2ncccc12	0.89	i
CC1=CC(=C2C(=O)NC(=O)NC2=O)C=C(C(F)(F)F)N1Cc1ccccc1	0.69	i
COC(=O)[C@@H]1C[C@@]1(C)[C@@H](NP(=O)(c1ccccc1)c1ccccc1)c1ccccc1	-0.73	i

New compounds follow
SMILES	Kir21 inh	KCNQ2 block
O=C1NC(=O)C(=Cc2cn(CCOc3ccc4c(c3)OCO4)c3ccccc23)C(=O)N1	-0.21	i
CCc1c(C)nc(N)nc1N1N=C1SCC#N	1.4	i
Cc1cc(C=O)c(C)n1CC1CCCO1 (centres undefined)	-0.81	i
c1ccc2c(CNC3CCCCC3)c[nH]c2c1	0.01	i
O=C(O)c1ccc(-n2c(O)c(/C=C3\C=Nc4ccccc43)c(=O)[nH]c2=O)cc1	0.92	i
O=C(CCC(=O)N1CC2C[C@@H](C1)Cn1c2cccc1=O)NCCc1ccccc1	0.1	i
O=C(c1ccc(F)c([N+](=O)[O-])c1)N1CC2CC(C1)c1cccc(=O)n1C2 (centres undefined)	0.97	i

The list is partial; the hit share may differ from the screen's.
